# Screening results deposited in PubChem BioAssay by Broad Institute.
# Cneo AK release – causes C. neoformans cell lysis; adenylate kinase release luminescence, 4 h; normalised: neutral wells 0, clomiphene wells 100; lysis activity, % at 15 µM; hit rate 0.2% among 360,000; AID 651654;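 active = mean lysis activity across replicates of at least 80%, whatever share of replicates individually reach that level; inactive = mean lysis activity below 80%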
#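 Schedule: static 4 h at 37 °C with compound, 1 h detection; system: C. neoformans cells; benchmarks: Clomiphene as positive control; buffer or medium: fresh YPD medium; measure: luminescence rise reflecting yeast cell lysis; measured by: luminescent adenylate kinase detection reagent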
# miR-122 sensor – inhibitors of miR-122 in Huh7 cells | activation (reporter increase), % at 12.5 µM | Huh7 miR-122 Renilla luciferase sensor, 48 h; neutral wells = 0, positive control = 100 | AID 602342 | hit rate 0.3% among 340,000;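 active = mean replicate activation score at least 90 and every replicate individually at or above 90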;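 note: higher luciferase means less miR-122 activity so hits act as miR-122 inhibitors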
# INS-1E GSIS act – primary screen for activators of insulin secretion dependent on glucose, INS-1E cells, GLuc reporter luminescence. INS-1E GLuc reporter insulin secretion, 2-3 h. activation, % at 16.6 µM. hit rate 0.61% among 370,000;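 active = lowest replicate activation of at least 40%, so every replicate reaches that level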;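 note: 0% = median of neutral control wells and 100% = median of IBMX positive control wells; some compounds called inactive have numbers as strong as hits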
# F508del corr – CFTR F508del correction in bronchial cells | AID 720511 | CFBE cells, YFP halide quenching; stimulated with forskolin plus potentiator P3; % fluorescence drop versus neutral controls | hit rate 0.36% among 350,000 | activity (quench increase), % at 7.58 µM;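 active = mean added fluorescence quench of at least 8% versus neutral control, with both replicates also reaching 8%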;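 note: cells transiently co-express mutant CFTR-F508del with the halide-sensitive YFP; corrector assay measuring rescue of mutant channel to the surface after 24 h compound exposure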
# C2C12 statin – protects C2C12 myotubes from simvastatin toxicity; ATP luminescence, 48 h; scaled: DMSO 0, geranylgeraniol control 100; rescue of ATP level, % at 7.49 µM; hit rate 0.78% among 330,000;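 active = mean ATP rescue above about 67%, or every replicate alone reaching that limit, limit read from the data, passing the limit was not always enough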;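 note: myotubes were challenged with 10 µM simvastatin during compound exposure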
# FN deposit inh – fibronectin deposition inhibition. AH1F fibroblasts, Alexa488-fibronectin deposition fluorescence, overnight. inhibition, % at 12.6 µM. hit rate 0.086% among 350,000. AID 743247;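 active = mean inhibition across replicates of 30% or more, regardless of how many single replicates reach that level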;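 note: positive control wells lacked labelled fibronectin entirely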
#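 material = AH1F fibroblast monolayer depositing Alexa488-labelled fibronectin into matrix | amount = 10000 AH1F cells/well | buffer or medium = DMEM plus 2% serum, read in PBS | incubation = 1 h cell adhesion before compound, then overnight fibronectin incubation | detection = fluorescence at 485 nm excitation, 525 nm emission | evaluation = percent inhibition as loss of matrix-bound fibronectin fluorescence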
# PGC1a acetyl inh – lowers PGC1a acetylation signal in U2OS cells; hit rate 0.17% among 350,000; AlphaScreen anti-acetyl-lysine; with virally co-expressed GCN5 acetyltransferase; inhibition, % at 15.6 µM; AID 651687;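 active = every replicate shows inhibition of at least 40%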;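 note: 0% = neutral control wells and 100% = positive control wells; some results beyond the cut were filed as inactive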
# PglD inh – inhibitors of Campylobacter jejuni PglD acetyltransferase; purified PglD enzyme, DTNB colorimetric CoA detection; inhibition, % at 12.5 µM; hit rate 0.098% among 360,000; AID 602405; in the data active = inhibition above about 16%, passing the limit was not always enough; note: strong numbers were not always called active
# Active calls of the source: *; · = not tested or not shown; & = joins results of further samples; [ ] = remark or other dose.
SMILES,Cneo AK release,miR-122 sensor,INS-1E GSIS act,F508del corr,C2C12 statin,FN deposit inh,PGC1a acetyl inh,PglD inh
Cc1n[nH]c(=S)n(NC(=O)CC(=O)Nn2c(=S)[nH]nc(C)c2=O)c1=O,·,·,2,2.7,·,6,8,·
COc1ccc(N2CC(C(=O)Nc3nnc(SCC(=O)NCc4ccco4)s3)CC2=O)cc1 (stereo not given),-5,·,-6,0.3,·,0,-8,4
O=C(O)CSc1cc(C(=O)c2ccccc2O)cn2c(=O)c3c4c(sc3nc12)CCCC4,-7,0,-2,3.0,·,-14,4,22*
COc1cc(/C=C2\SC(=S)N(NS(=O)(=O)c3ccccc3)C2=O)cc(OC)c1OC,-1,-4,-12,-1.4,5,-22,-1,-9
CN1C(=O)c2ccc(C(=O)NCc3ccccc3)cc2C1=O,0,4,-7,·,5,·,·,7
COc1ccc(CN(C)C[C@H]2Oc3ccc(NC(=O)CCC(F)(F)F)cc3CC(=O)N([C@@H](C)CO)C[C@H]2C)cc1,-8,-5[16.7 µM],-7,-1.2,2,·,-17,-2
CCOC(=O)[C@H]1[C@H]2COc3ccc(C)cc3[C@@H]2N2C(=O)CN(Cc3ccco3)C(=O)[C@@]12C,3,-7,-10,-0.1,2,-3,-3,1
CCOC(=O)c1ccc(-n2c(C)nc3c(cnn3-c3ccc(Cl)cc3)c2=O)cc1,6,2,·,·,1,3,10,4
C[C@H](CO)N1C[C@H](C)[C@H](CN(C)C)OCCCC[C@H](C)Oc2ccc(NC(=O)C3CCCCC3)cc2C1=O,-1,16[16.7 µM],4,0.1,19,·,1,0
COCCOC(=O)C1=C(N)OC2=C(C(=O)CCC2)C1c1cccnc1 (stereo not given),0,-2,·,·,8,-10,-3,-5
O=C(C1CCC1)N1C[C@H]2[C@@H](c3ccccc31)[C@H](CO)N2C(=O)Nc1cccc(F)c1,0,0[16.7 µM],-7,0.9,-11,1,2,8
Cc1ccc(-n2c(C)cc(C(=O)COC(=O)c3ccc[nH]c3=O)c2C)cc1,-9,-15,5,·,·,6,-15,7
Cc1cc(NC(=O)CSc2nnc3c(C)cc4c(C)ccc(C)c4n23)no1,0,29,·,·,12,·,-5,4
Cc1ccc(C2CC2C(=O)NNC(=S)Nc2cccc(Cl)c2)cc1 (stereo not given),3,-2,·,·,81*,4,11,2
OC(c1ccccc1)(c1ccc(F)cc1)C(c1ccccc1)N1CCOCC1 (stereo not given),2,·,-26,·,-1,·,·,-2
O=C1c2ccsc2SCCN1Cc1c(F)cccc1Cl,-5,8,10,3.2,-3,11,-1,2
CCN1C(=O)CC(C(=O)Nc2ccc(F)cc2)SC1=Nc1ccc2c(c1)OCO2 (stereo not given),7,-6,·,·,3,·,7,1
CCC(=O)Nc1cccc(C(=O)Nc2nccs2)c1,-2,·,4,0.5,·,-2,7,3
COCCn1nnnc1CN1CCC(NC(=O)c2ccc(Br)cc2)CC1,1,0,·,·,-2,·,-17,0
C[C@@H]1CN([C@@H](C)CO)C(=O)c2cc(NC(=O)CCN3CCOCC3)ccc2O[C@H]1CN(C)S(C)(=O)=O,-11,-3[16.7 µM],20,-0.7,-11,·,27,1
O=C(c1ccc(F)cc1)c1cn[nH]c1-c1ccccc1O,1,14,6,·,1,7,0,2
COc1ccc(S(=O)(=O)N(C)C[C@@H]2Oc3ccc(NC(=O)Nc4ccc5c(c4)OCO5)cc3CC(=O)N([C@@H](C)CO)C[C@@H]2C)cc1,2,-12[16.7 µM],-3,0.1,-159,·,2,0
COc1ccccc1CN(C)C(=O)CN1CCN(CC(=O)Nc2ccccc2Cl)CC1,2,-10,0,-6.6,10,6,2,2
O=C(c1cnccn1)N1CC(=O)N2[C@H](C1)[C@@H](c1ccc(C#CC3CCCC3)cc1)[C@@H]2CO,·,·,-7,-0.6,·,0,-14,·
O=C(C[C@@H]1CC[C@H]2[C@@H](COC[C@H](O)CN2C(=O)Nc2ccc(Cl)cc2)O1)NCCc1ccncc1,-1,-9[16.7 µM],-12,-0.3,13,-6,8,5

# Continued:
SMILES,Cneo AK release,miR-122 sensor,INS-1E GSIS act,F508del corr,C2C12 statin,FN deposit inh,PGC1a acetyl inh,PglD inh
Cc1cc(NC(=O)CSCC(=O)Nc2nc3ccccc3[nH]2)no1,-1,2,11,3.5,0,-12,·,5
COc1ccc(NC(=O)CN(C)C2CCCCC2)c([N+](=O)[O-])c1,-2,5,·,·,-13,-3,-11,6
Cc1ccc(S(=O)(=O)N2[C@@H](c3ccc(Cl)c(Cl)c3)C(C(=O)O)=C[C@H]2C(C)(C)C)cc1,-1,7,·,·,30,·,9,1
CCNC(=O)C[C@H]1CC[C@@H]2[C@H](COC[C@H](O)CN2C(=O)CC)O1,-1,-5[16.7 µM],6,-2.5,-17,-4,0,-2
O=S(=O)(c1ccccc1)N1CCC(O)(CN2CCN(c3ccccc3)CC2)CC1,0,21,6,3.9,-7,1,3,3
CNC[C@H]1Oc2ccc(NS(=O)(=O)c3c(C)noc3C)cc2CC(=O)N([C@@H](C)CO)C[C@H]1C,14,0[16.7 µM],22,3.5,-29,0,2,-3
C[C@H](CO)N1C[C@H](C)[C@H](CN(C)Cc2ccc3c(c2)OCO3)Oc2ncc(C#CCN(C)C)cc2C1=O,3&-4,1&5[16.7 µM],-3,-0.2&2.2,17&-6,6,-7&0,1&-2
CC(C)NC(=O)[C@@]1(C)c2ccccc2C(=O)N(Cc2ccccc2)[C@H]1c1ccc(CO)cc1,-16,·,·,0.3,·,·,-1,-1
COCCNC(=O)c1ccccc1-c1ccccc1C(=O)O,-2,-2,·,·,-5,·,-9,7
Cc1ccc2c(Cl)c(C(=O)NCc3cccnc3)sc2c1,-1,-2,·,·,-31,4,4,-1
Cc1cc(C(=O)CNCc2ccco2)c(C)n1-c1ccc(F)cc1,0,·,-32,·,9,0,4,-10
COc1ccccc1NC(=O)N1CCC(C(=O)c2ccc(Cl)cc2)CC1,-1,-4,-10,1.1,-8,-2,2,-1
O=C(N/N=C/c1c(F)c(F)c(F)c(F)c1F)c1ccc(Cn2cc(Br)cn2)o1,-1,-4,·,1.8,-6,10,10,-2
O=C(c1ccccn1)N1C[C@H]2[C@@H](c3ccccc31)[C@H](CO)N2C(=O)Cc1ccccc1,0,26[16.7 µM],2,1.8,-16,·,-6,2
O=C(Nc1nnc(SCC(=O)N2CCCCC2)s1)C1CCCCC1,4,-10,·,·,4,-2,4,-5
O=C(C[C@@H]1C/C=C\CCC(=O)OC[C@@H]2CCCN2C1=O)N[C@H](CO)Cc1ccccc1,-1,-2,5,1.9,·,-2,-3,3
COC(=O)c1c(C(=O)OC)c(-c2ccc(OC)cc2)n2c1CS(=O)C2 (stereo not given),1,2,3,·,3,-1,3,2
C[C@H](CO)N1C[C@H](C)[C@@H](CN(C)Cc2ccc3c(c2)OCCO3)OCc2cn(nn2)CCCC1=O,0,0[16.7 µM],14,-3.6,-10,6,-3,2
COc1cccc(CN2CC(C(=O)N(C)Cc3ccc(C)cc3)CCC2=O)c1 (stereo not given),0,-5,-17,0.3,11,-2,·,2
CCC(C)NC(=O)CSc1nc2ccccc2c(=O)n1CCCN1CCCCC1 (stereo not given),-2,-7,·,-2.3,-1,-5,17,0
CO[C@@H]1CC[C@@H]2CCN(C)C(=O)[C@@H](C)CN(C)C(=O)c3cccc(C#N)c3OC[C@@H]1O2,2,·,11,·,-3,8,·,3
CC1CCN(C(=O)CSc2nc3c(cnn3-c3ccc(Cl)cc3)c(=O)[nH]2)CC1,0,-5,·,-3.7,7,-3,-7,-3
COc1ccc(C)cc1NC(=O)CN1c2cccc3cccc(c23)S1(=O)=O,1,11,-45,5.9,8,9,-9,3
CC[C@@]12C(=O)N(c3cccc(Br)c3)C(=O)N1[C@H](c1cccc(C)c1)[C@@H]1C(=O)N(Cc3ccccc3)C(=O)[C@@H]12,1,2,7,-1.7,9,7,-12,-3
O=S(=O)(CC(O)COc1ccccc1Cl)c1ccccc1 (stereo not given),3,0,13,·,6,·,6,-5

# Copied from the list:
# Value for `Cc1ccc(S(=O)(=O)N2[C@@H](c3ccc(Cl)c(Cl)c3)C(C(=O)O)=C[C@H]2C(C)(C)C)cc1` in C2C12 statin: 30
# Value for `O=S(=O)(CC(O)COc1ccccc1Cl)c1ccccc1` (stereo not given) in PGC1a acetyl inh: 6

# (list continues)
SMILES,Cneo AK release,miR-122 sensor,INS-1E GSIS act,F508del corr,C2C12 statin,FN deposit inh,PGC1a acetyl inh,PglD inh
Cc1cccc(C(=O)NC(=S)Nc2cccc3nc(C)ccc23)c1,22,-3,6,0.8,-2,2,·,-2
Cc1ccc(S(=O)(=O)NCCC(=O)NC(C)c2ccccc2)cc1 (stereo not given),0,-1,3,-0.9,5,9,-1,3
Cc1noc(C)c1S(=O)(=O)N(C)C[C@H]1Oc2ccc(NC(=O)Nc3cccc4ccccc34)cc2CC(=O)N([C@H](C)CO)C[C@H]1C,0,-1[16.7 µM],-17,-3.9,49,2,5,-3
C[C@H](NC(=O)C[C@H]1C=C[C@@H](NC(=O)Cc2ccccn2)[C@H](CO)O1)c1ccccc1,2,·,22,-0.4,-10,-5,4,-1
O=C(N[C@H]1C=C[C@@H](CC(=O)N2CCCCC2)O[C@H]1CO)c1cccc(F)c1,-3,·,3,-0.5,4,·,0,9
CCCNC(=O)c1ccc(SC)cc1OC,2,0,·,·,7,0,4,-11
S=c1[nH]nc(C2CC2)n1Cc1ccccc1,·,·,30,-2.3,·,-9,0,·
COc1cccc(N=C(N)N)c1,-1,-5,-2,2.3,-1,-3,·,1

# In the list so far, twelve contain an aryl methoxy group.
SMILES,Cneo AK release,miR-122 sensor,INS-1E GSIS act,F508del corr,C2C12 statin,FN deposit inh,PGC1a acetyl inh,PglD inh
COc1ccc(N2CC(C(=O)Nc3nnc(SCC(=O)NCc4ccco4)s3)CC2=O)cc1 (stereo not given),-5,·,-6,0.3,·,0,-8,4
COc1cc(/C=C2\SC(=S)N(NS(=O)(=O)c3ccccc3)C2=O)cc(OC)c1OC,-1,-4,-12,-1.4,5,-22,-1,-9
COc1ccc(CN(C)C[C@H]2Oc3ccc(NC(=O)CCC(F)(F)F)cc3CC(=O)N([C@@H](C)CO)C[C@H]2C)cc1,-8,-5[16.7 µM],-7,-1.2,2,·,-17,-2
COc1ccc(S(=O)(=O)N(C)C[C@@H]2Oc3ccc(NC(=O)Nc4ccc5c(c4)OCO5)cc3CC(=O)N([C@@H](C)CO)C[C@@H]2C)cc1,2,-12[16.7 µM],-3,0.1,-159,·,2,0
COc1ccccc1CN(C)C(=O)CN1CCN(CC(=O)Nc2ccccc2Cl)CC1,2,-10,0,-6.6,10,6,2,2
COc1ccc(NC(=O)CN(C)C2CCCCC2)c([N+](=O)[O-])c1,-2,5,·,·,-13,-3,-11,6
COc1ccccc1NC(=O)N1CCC(C(=O)c2ccc(Cl)cc2)CC1,-1,-4,-10,1.1,-8,-2,2,-1
COC(=O)c1c(C(=O)OC)c(-c2ccc(OC)cc2)n2c1CS(=O)C2 (stereo not given),1,2,3,·,3,-1,3,2
COc1cccc(CN2CC(C(=O)N(C)Cc3ccc(C)cc3)CCC2=O)c1 (stereo not given),0,-5,-17,0.3,11,-2,·,2
COc1ccc(C)cc1NC(=O)CN1c2cccc3cccc(c23)S1(=O)=O,1,11,-45,5.9,8,9,-9,3
CCCNC(=O)c1ccc(SC)cc1OC,2,0,·,·,7,0,4,-11
COc1cccc(N=C(N)N)c1,-1,-5,-2,2.3,-1,-3,·,1
